Assay outcomes from PubChem.
ERp5 inh – inhibitors of ERp5-driven insulin aggregation, primary screen, biochemical, turbidity, absorbance 650 nm, single point | Protein disulfide-isomerase A6 (Homo sapiens), Q15084 | 90 min | inhibition, % at 9.99 µM | 350,000 compounds, 0.05% hits | AID 651711, 2012;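 active means mean replicate inhibition above about 25%, with every replicate also reaching it, limit read from the data, passing the limit was not always enough; inconclusive means only one of those two criteria met; inactive means neither criterion met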
Target sequence (Q15084 whole entry, looked up): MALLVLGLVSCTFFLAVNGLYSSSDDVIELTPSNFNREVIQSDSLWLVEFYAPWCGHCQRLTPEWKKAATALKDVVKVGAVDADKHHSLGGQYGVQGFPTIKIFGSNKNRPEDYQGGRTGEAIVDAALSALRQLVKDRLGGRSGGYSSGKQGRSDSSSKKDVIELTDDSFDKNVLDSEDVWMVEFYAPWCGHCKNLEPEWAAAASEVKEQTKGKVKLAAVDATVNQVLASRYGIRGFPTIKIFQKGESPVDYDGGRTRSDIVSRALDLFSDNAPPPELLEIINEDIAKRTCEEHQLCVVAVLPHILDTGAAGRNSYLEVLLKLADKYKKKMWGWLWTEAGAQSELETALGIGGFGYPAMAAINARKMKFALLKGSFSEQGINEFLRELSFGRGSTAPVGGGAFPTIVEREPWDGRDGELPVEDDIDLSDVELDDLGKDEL
PAX8 inh HTS – inhibitors of PAX8-driven TPO luciferase reporter, primary screen, RMG-I cells, single concentration | SteadyGlo, 24 h | inhibition, % at 12.6 µM | 360,000 compounds, 1.2% hits | AID 652154, 2013;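 active means mean replicate inhibition at least 60% with every replicate also reaching 60%; inconclusive means only one of the two criteria is met; inactive means mean below 60% and not all replicates reaching 60%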;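 further: luciferase light reporting Pax8 driven TPO promoter activity; plate controls were median of neutral control wells for no effect and mitoxantrone controls for full effect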
Xi reactivation – activators of inactive X chromosome reactivation, primary screen, imaging, XiGFP fibroblasts, GFP high-content imaging, set 2; XiGFP mouse fibroblasts, % GFP-positive cells imaging, 3 d; cells co-treated with 5-aza-dC sensitizer; scaled so ellipticine positive control = 100%; activation, % at 7.58 µM; 360,000 compounds, 0.055% hits; AID 743238, 2013;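 active means mean normalized replicate activation at least 10% and every replicate at or above 10%; inconclusive means only one of the two criteria met; inactive means mean below 10% and not all replicates reach 10%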;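 further: 0% = median of on-plate neutral control wells and 100% = ellipticine 6 µM median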
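System: 68-5-11 XiGFP fibroblast line; Timing: 3 days compound exposure; Compound dosing: one concentration, pinned; Benchmarks: positive control ellipticine, 6 µM final; Buffer or medium: DMEM containing 5-aza-dC.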
DENV2 CPE rescue – inhibitors of DENV2 cytopathic effect, primary screen, cell-based, plate reader, single concentration; DENV2-infected cells, cytopathic effect rescue; 350,000 compounds, 1.7% hits; CPE inhibition, % at 9.99 µM; in the data active means CPE inhibition above about 20%, passing the limit was not always enough; inconclusive means no clear call, values can overlap the other calls; tested in BHK-21 cells;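 further: 0% = median of neutral control wells and 100% = median of positive control wells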
ARNT-TACC3 inh – disruptors of ARNT/TACC3 protein interaction, primary screen, biochemical, AlphaScreen, single concentration | Transforming acidic coiled-coil-containing protein 3 (Homo sapiens), Q9Y6A5 | inhibition, % at 9.99 µM | 390,000 compounds, 0.66% hits | AlphaScreen His-ARNT PAS-B/GST-TACC3 binding, luminescence; TACC3 fragment carries E629A point mutation;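 active means mean inhibition of replicates at least 50% and at least half of replicates each reaching 50%; inconclusive means half or more replicates reach 50% but mean below 50%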;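 further: 0% = complete ARNT plus TACC3 wells and 100% = ARNT alone without TACC3; many hits fall short of the cut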
CFTR F508del cor – F508del CFTR correction, initial screen, CFBE line, single point; CFBE cells, YFP halide quenching; stimulated with forskolin plus potentiator P3; % fluorescence drop versus neutral controls; activity (quench increase), % at 7.58 µM; 350,000 compounds, 0.36% hits; AID 720511, 2013;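 active means mean added fluorescence quench of at least 8% versus neutral control, with both replicates also reaching 8%; inconclusive means only one of the mean or replicate conditions met; inactive means mean below 8% and not both replicates reaching 8%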;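 further: cells transiently co-express mutant CFTR-F508del with the halide-sensitive YFP; corrector assay measuring rescue of mutant channel to the surface after 24 h compound exposure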
EWS-Fli inh – EWS/Fli-driven NR0B1 reporter inhibitors, primary screen, A673 cells, NR0B1 luciferase, luminescence, MLPCN library; viability-normalised; inhibition, % at 12.6 µM; 350,000 compounds, 0.67% hits; AID 651661, 2012;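 active means mean inhibition of at least 50% after viability correction, with every replicate also passing that limit; inconclusive means mean reaches 50% but only one of two replicates passes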;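 further: firefly luciferase signal divided by Alamar Blue viability fluorescence both relative to DMSO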
INS-1E GSIS act – GLuc luminescence reporter in INS-1E cells, primary screen for activators of glucose-dependent secretion of insulin; activation, % at 16.6 µM; 370,000 compounds, 0.61% hits; INS-1E GLuc reporter insulin secretion, 2-3 h; AID 743287, 2014;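 active means lowest replicate activation of at least 40%, so every replicate reaches that level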;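 further: 0% = median of neutral control wells and 100% = median of IBMX positive control wells; some compounds called inactive have numbers as strong as hits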
* marks the source's active call; other numbers are inactive results; u = inconclusive; x = no result given.

SMILES	ERp5 inh	PAX8 inh HTS	Xi reactivation	DENV2 CPE rescue	ARNT-TACC3 inh	CFTR F508del cor	EWS-Fli inh	INS-1E GSIS act
COc1ccc(S(=O)(=O)Nc2ccc3c(c2)C(=O)N([C@@H](C)CO)C[C@@H](C)[C@H](CN(C)Cc2ccccc2)OCCCC[C@@H](C)O3)cc1	x	-12	0.0	5	-7	-1.1	-7	2
CCOc1ccc(CN2C(=O)CCC2(C)C(=O)NCc2cccnc2)cc1 (stereo not drawn)	0	8	0.0	4	4	-3.1	-4	x
CC(c1ccccn1)N(CCN(C)C)C(=S)Nc1ccccc1F (stereo not drawn)	-1	x	x	-2	56*	-5.7	-2	14
N#Cc1c(NC(=O)CSc2nnc(-c3ccccc3)o2)sc2c1CCCC2	-3	x	x	-2	2	0.3	0	x
CCCC12CN3CC(CCC)(CN(C1)C3c1ccco1)C2=O (stereo not drawn)	7	-6	0.1	3	16	0.6	8	10
COc1ccc(NC(=O)CN2C(=O)C(C)SC(C)C2=O)c(OC)c1 (stereo not drawn)	-1	4	0.0	6	x	1.8	-12	-7
CCc1ccc(/C=C2/Sc3ccccc3N(CC(=O)NCCCN3CCOCC3)C2=O)cc1	-1	10	0.1	4	13	5.2	-15	-7
Cc1ccc(C2=NNC(=Nc3ccc(F)cc3)SC2)cc1	-1	12	0.1	1	-4	-0.6	-53	-7
Cc1ccc(-c2n[nH]c(=S)n2/N=C/c2ccncc2)cc1	1	-5	0.1	3	3	-1.6	-9	9
C[C@H]1CN([C@@H](C)CO)C(=O)c2cc(NS(=O)(=O)c3ccc(F)cc3)ccc2O[C@H]1CN(C)C(=O)Nc1cccc2ccccc12	-9	x	0.2	2	-3	-2.3	2	-27
CCOC(=O)C1=CN(Cc2cccc(F)c2)S(=O)(=O)NC1c1ccc2ccccc2c1 (stereo not drawn)	-7	8	0.1	-4	-2	0.6	1	-39
C[C@@H]1CN([C@@H](C)CO)C(=O)c2cc(NS(=O)(=O)c3cccs3)ccc2O[C@H]1CN(C)Cc1ccc2c(c1)OCO2	0	x	-0.9	u	5	-1.6	2	3

With a hit mark in ARNT-TACC3 inh (from the list above):
Molecule	ERp5 inh	DENV2 CPE rescue	ARNT-TACC3 inh	CFTR F508del cor	INS-1E GSIS act
CC(c1ccccn1)N(CCN(C)C)C(=S)Nc1ccccc1F (stereo not drawn)	-1	-2	56*	-5.7	14

Later entries:
SMILES	ERp5 inh	PAX8 inh HTS	Xi reactivation	DENV2 CPE rescue	ARNT-TACC3 inh	CFTR F508del cor	EWS-Fli inh	INS-1E GSIS act
CN(CC(=O)NC1CC1)S(=O)(=O)c1ccc(Br)cc1	-2	4	-0.2	14	x	-0.9	-6	4
O=C(NCc1ccccc1)[C@H]1CCCN1C(=O)[C@H]1CCCN1C(=O)c1cccc2ccccc12	-5	8	0.2	-10	x	-2.4	-3	-1
Cn1c2ccccc2c2cc(/C=N/NC(=O)c3ccc(N)cc3)ccc21	-4	x	0.0	2	-1	-2.9	-7	x
FC(F)Oc1ccc(NC(=S)NC2CCSc3ccccc32)cc1 (stereo not drawn)	-6	-8	0.0	-8	1	-1.4	x	-7
C[C@H]1CN([C@@H](C)CO)C(=O)Cc2cc(NC(=O)C3CC3)ccc2O[C@H]1CN(C)S(=O)(=O)c1cn(C)cn1	-3	-1	0.2	-9	7	1.1	-8	7
COC(=O)c1c(NC(=O)COC(=O)CNC(=O)c2ccco2)sc(C)c1C	x	-27	0.0	x	4	x	x	-8
CCCOc1ccc(C(=O)NCC(C)(C)N2CCOCC2)cc1	2	3	0.0	2	0	-0.9	9	-6
CCc1cccc(C)c1NC(=O)c1cc(C)oc1C	2	x	x	-5	-7	-0.4	-6	6
O=C(Nc1ccc2c(c1)[C@H]1C[C@H](CC(=O)N3CCOCC3)O[C@H](CO)[C@H]1O2)C1CCC1	x	9	-0.1	16	-1	-1.2	1	-1
Nc1cc(C(=O)OCC(=O)NCc2ccc(F)cc2)ccc1Cl	0	-12	0.0	4	0	0.7	2	2
CC(Oc1ccc2ccc(=O)oc2c1)C(=O)NC(Cc1c[nH]c2ccc(O)cc12)C(=O)O (stereo not drawn)	2	x	x	102*	-2	3.1	-4	0
Cc1cc(NC(=O)CSc2nnc(-c3ccccc3C)n2C)no1	-7	-5	0.5	-2	-2	1.1	-1	5
CN1C(=O)c2cc(NC(=O)C3CC3)ccc2OC[C@@H]2O[C@H](CC(=O)NC3CCC3)CC[C@H]21	0	-7	0.3	-8	x	0.5	7	0
Cc1ccc(S(=O)(=O)Nc2ccccc2)cc1C(=O)N1CCCC1	-1	0	-0.1	-7	-6	3.1	7	6
Cc1cccc(NC(=S)NCCN2CCOCC2)c1C	x	-20	0.2	x	29	x	x	10
Cc1noc(C)c1S(=O)(=O)Nc1ccc2c(c1)C(=O)N([C@H](C)CO)C[C@@H](C)[C@@H](CN(C)S(=O)(=O)c1cn(C)cn1)OCCCC[C@@H](C)O2	4	3	0.0	-12	-15	-1.5	1	9
CCOC(=O)C1=NNC2(CC(=O)N(c3cc(C)cc(C)c3)C2=O)C1 (stereo not drawn)	0	9	0.4	1	0	0.0	4	1
Cc1c(Br)c([N+](=O)[O-])nn1CC(=O)Nc1cccc2nonc12	2	5	0.0	-4	0	-0.9	-1	2
O=C(CNC(=O)c1ccc(OC(F)F)cc1)Nc1cccc(S(=O)(=O)N2CCCC2)c1	-1	4	0.0	-7	-24	-0.4	0	-19
COCCNc1nc(N)c([N+](=O)[O-])c(Nc2ccc(F)cc2)n1	-5	1	0.2	2	-5	0.7	-17	23
COCCNCC(=O)N1CCCCCC1	7	34	0.2	-6	-4	x	-2	1
C[C@@H]1CN([C@@H](C)CO)S(=O)(=O)c2ccc(Br)cc2O[C@H]1CN(C)S(=O)(=O)c1ccccc1	-3	x	-0.3	-1	-5	-0.5	9	-24
Nc1nonc1-n1nnc(C(=O)N/N=C/c2ccc(Cl)cc2Cl)c1CN1CCOCC1	2	3	0.1	5	x	2.2	11	14
COc1ccc(C)cc1NS(=O)(=O)c1ccc2c(c1)CCN2C(C)=O	0	7	0.0	-5	-4	2.7	11	9
CC/C=C(/NC(C)=O)c1ccccc1	0	8	0.4	11	-1	-2.5	3	8
COc1ccc(CN(C)C(=O)c2ccccc2OCc2c(C)noc2C)c(OC)c1	0	9	0.0	5	-2	0.3	-2	23
O=[N+]([O-])c1ccccc1Sc1nccn1Cc1ccccc1	x	-27	0.0	x	2	x	x	54*
Cc1cc(NC(=O)C23CC4CC(C2)CC(n2cnc([N+](=O)[O-])n2)(C4)C3)no1	9	0	-0.1	6	1	2.5	-7	8
O=C(CC1S/C(=N/N=C/c2cccs2)NC1=O)Nc1ccc(Cl)c(Cl)c1 (stereo not drawn)	x	-4	-0.1	x	7	x	x	19
O=C(c1ccccc1)N1CC[C@H]2[C@H](CO)Nc3ccc(C#Cc4cccc(F)c4)cc3[C@H]21	x	-24	0.0	64*	-3	-1.0	9	7
Cc1ccc2nc(NCC(=O)NN)nc(-c3ccccc3)c2c1	3	22	0.0	-6	-5	1.3	11	x
CC(C)(CO)N1CCN(C(=S)Nc2ccccc2)CC1	4	-12	0.0	0	2	-3.5	-4	40
O=C([C@H]1N[C@H]2c3ccc(-c4ccc(F)cc4)c(=O)n3C[C@H]2[C@@H]1CO)N1CCc2ccccc2C1	0	8	0.2	1	-11	-0.2	3	-6
Nc1c(Cl)cc(C2=NCCn3nc4ccccc4c32)cc1Cl	-3	13	0.0	22*	7	-1.9	17	-4
CCOc1ccc(S(=O)(=O)N2CCN(C(=O)c3cc(S(=O)(=O)N4CCOCC4)ccc3C)CC2)cc1	2	14	0.4	-1	-3	-7.2	13	-30
Cc1ccc([N+](=O)[O-])cc1NC(=O)C1CCN(S(C)(=O)=O)CC1	x	-2	-0.3	x	-4	x	x	-7
O=C(NC[C@H]1CC[C@H]2[C@H](CN2Cc2ccccc2F)O1)C1CC1	-5	x	x	15	x	-0.2	1	x
C[C@@H]1CN([C@@H](C)CO)C(=O)c2cc(NS(=O)(=O)c3ccc(Cl)cc3)ccc2O[C@@H]1CN(C)Cc1ccc(C(=O)Nc2ccccc2N)cc1	5	x	-0.5	17	0	-0.7	53*	2
Cc1noc(C)c1NC(=O)N(C)C[C@@H]1Oc2ccc(NC(=O)CCCCCC(=O)Nc3ccccc3N)cc2C(=O)N([C@H](C)CO)C[C@@H]1C	-2	-20	0.0	15	x	1.7	-3	-2
N/C(=N\OC(=O)Cc1cccs1)c1ccc(Br)cc1	3	-116	0.1	6	x	x	-44	18
Cc1ccc(S(=O)(=O)Nc2ccc3c(c2)C(=O)N([C@H](C)CO)C[C@H](C)[C@H](CN(C)C(=O)NC(C)C)O3)cc1	2	-7	-1.0	-3	x	-2.7	-3	25
COc1ccc(C(=O)NC(=S)Nc2ccc3c4c(cccc24)CC3)cc1OC	x	-9	0.0	x	-9	x	x	96*
Cc1[nH]c(=O)c(C(=O)c2cc(Cl)ccc2O)cc1C(=O)O	5	18	0.0	u	x	-3.3	-3	22
C[C@H]1CN([C@@H](C)CO)C(=O)c2cccc(NC(=O)CCCCCC(=O)Nc3ccccc3N)c2O[C@@H]1CN(C)S(=O)(=O)c1cn(C)cn1	-3	-8	-1.0	10	x	-0.4	-2	4
Cc1ccc(Cn2nc(C)c(NC(=O)CSc3nc4c(c(C(F)(F)F)n3)CCc3ccccc3-4)c2C)cc1	4	-7	0.4	x	1	x	7	14
COc1ccc2c3c(n(C)c2c1)[C@H](CO)N(C(=O)Cc1ccccc1)CC31CCN(C(=O)Cc2ccccc2)CC1	2	x	0.2	-5	x	3.0	20	-9
c1cc(-c2ccc(CN3CCOCC3)cc2)n2ccnc2c1	5	-12	0.3	-2	x	-1.4	-4	20

Record cards (already shown):
`Cc1ccc(Cn2nc(C)c(NC(=O)CSc3nc4c(c(C(F)(F)F)n3)CCc3ccccc3-4)c2C)cc1` across the screens: ERp5 inh = 4; PAX8 inh HTS = -7; Xi reactivation = 0.4; DENV2 CPE rescue = x; ARNT-TACC3 inh = 1; CFTR F508del cor = x; EWS-Fli inh = 7; INS-1E GSIS act = 14
`c1cc(-c2ccc(CN3CCOCC3)cc2)n2ccnc2c1` across the screens: ERp5 inh = 5; PAX8 inh HTS = -12; Xi reactivation = 0.3; DENV2 CPE rescue = -2; ARNT-TACC3 inh = x; CFTR F508del cor = -1.4; EWS-Fli inh = -4; INS-1E GSIS act = 20

Part of the list above in another layout:
N/C(=N\OC(=O)Cc1cccs1)c1ccc(Br)cc1
  ERp5 inh: 3; PAX8 inh HTS: -116; Xi reactivation: 0.1; DENV2 CPE rescue: 6; ARNT-TACC3 inh: x; CFTR F508del cor: x; EWS-Fli inh: -44; INS-1E GSIS act: 18
Cc1noc(C)c1NC(=O)N(C)C[C@@H]1Oc2ccc(NC(=O)CCCCCC(=O)Nc3ccccc3N)cc2C(=O)N([C@H](C)CO)C[C@@H]1C
  ERp5 inh: -2; PAX8 inh HTS: -20; Xi reactivation: 0.0; DENV2 CPE rescue: 15; ARNT-TACC3 inh: x; CFTR F508del cor: 1.7; EWS-Fli inh: -3; INS-1E GSIS act: -2
